# B2AR arrestin – recruits beta-arrestin to the human beta2-adrenergic receptor. P07550. Potency, µM (top dose mostly 46.1 µM), inactives show at the top dose activation, usual class: activators. beta-arrestin recruitment to beta2AR, cell-based reporter. AID 492947. 330,000 compounds, 0.02% hits;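 further: potency means the concentration at half of the fitted maximal effect; 0% = DMSO controls and full agonism = EC100 isoproterenol or metaproterenol; nearly all actives have a fitted effect of over 65% in size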
# Giardia kill – Giardia lamblia killing | Giardia lamblia trophozoite viability | activity change, % at 7.66 µM, hits read low | 340,000 compounds, 0.15% hits; in the data active means activity change below about -80%; inconclusive means between about -30% and that limit;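 further: parasites exposed to compound for two days anaerobically before the ATP read; on the % scale 0 is the no-effect control and ±100 the full control effect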
#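 Luminescent ATP signal served as the viability read-out, measured 15-30 min after adding ATP detection reagent to trophozoites that had been incubated with compounds for 48 hrs at 37 deg C anaerobically at 100 cells/well.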
# CXXC DNA block – inhibitors of human MLL CXXC domain-DNA interaction. MLL-CXXC / FITC-HOXA9 DNA fluorescence polarization. Potency, µM (doses to about 115 µM), without a hit: top-dose activity change, negative = inhibition, actives largely listed as inhibitors. 290,000 compounds, 0.037% hits; active means well fitted inhibition curve with a large enough effect in the polarisation, with a control signal flat, not every such curve was filed as active; inconclusive means small, poorly fitted or top-dose-only effect, or effect the other way, or a change in a side signal; inactive means no such curve, though single readings can be large or run the other way; the % refers to the polarisation; further: potency means the concentration at half of the fitted maximal effect
# Target sequence (Q03164 whole entry, looked up, the tested form may be a part): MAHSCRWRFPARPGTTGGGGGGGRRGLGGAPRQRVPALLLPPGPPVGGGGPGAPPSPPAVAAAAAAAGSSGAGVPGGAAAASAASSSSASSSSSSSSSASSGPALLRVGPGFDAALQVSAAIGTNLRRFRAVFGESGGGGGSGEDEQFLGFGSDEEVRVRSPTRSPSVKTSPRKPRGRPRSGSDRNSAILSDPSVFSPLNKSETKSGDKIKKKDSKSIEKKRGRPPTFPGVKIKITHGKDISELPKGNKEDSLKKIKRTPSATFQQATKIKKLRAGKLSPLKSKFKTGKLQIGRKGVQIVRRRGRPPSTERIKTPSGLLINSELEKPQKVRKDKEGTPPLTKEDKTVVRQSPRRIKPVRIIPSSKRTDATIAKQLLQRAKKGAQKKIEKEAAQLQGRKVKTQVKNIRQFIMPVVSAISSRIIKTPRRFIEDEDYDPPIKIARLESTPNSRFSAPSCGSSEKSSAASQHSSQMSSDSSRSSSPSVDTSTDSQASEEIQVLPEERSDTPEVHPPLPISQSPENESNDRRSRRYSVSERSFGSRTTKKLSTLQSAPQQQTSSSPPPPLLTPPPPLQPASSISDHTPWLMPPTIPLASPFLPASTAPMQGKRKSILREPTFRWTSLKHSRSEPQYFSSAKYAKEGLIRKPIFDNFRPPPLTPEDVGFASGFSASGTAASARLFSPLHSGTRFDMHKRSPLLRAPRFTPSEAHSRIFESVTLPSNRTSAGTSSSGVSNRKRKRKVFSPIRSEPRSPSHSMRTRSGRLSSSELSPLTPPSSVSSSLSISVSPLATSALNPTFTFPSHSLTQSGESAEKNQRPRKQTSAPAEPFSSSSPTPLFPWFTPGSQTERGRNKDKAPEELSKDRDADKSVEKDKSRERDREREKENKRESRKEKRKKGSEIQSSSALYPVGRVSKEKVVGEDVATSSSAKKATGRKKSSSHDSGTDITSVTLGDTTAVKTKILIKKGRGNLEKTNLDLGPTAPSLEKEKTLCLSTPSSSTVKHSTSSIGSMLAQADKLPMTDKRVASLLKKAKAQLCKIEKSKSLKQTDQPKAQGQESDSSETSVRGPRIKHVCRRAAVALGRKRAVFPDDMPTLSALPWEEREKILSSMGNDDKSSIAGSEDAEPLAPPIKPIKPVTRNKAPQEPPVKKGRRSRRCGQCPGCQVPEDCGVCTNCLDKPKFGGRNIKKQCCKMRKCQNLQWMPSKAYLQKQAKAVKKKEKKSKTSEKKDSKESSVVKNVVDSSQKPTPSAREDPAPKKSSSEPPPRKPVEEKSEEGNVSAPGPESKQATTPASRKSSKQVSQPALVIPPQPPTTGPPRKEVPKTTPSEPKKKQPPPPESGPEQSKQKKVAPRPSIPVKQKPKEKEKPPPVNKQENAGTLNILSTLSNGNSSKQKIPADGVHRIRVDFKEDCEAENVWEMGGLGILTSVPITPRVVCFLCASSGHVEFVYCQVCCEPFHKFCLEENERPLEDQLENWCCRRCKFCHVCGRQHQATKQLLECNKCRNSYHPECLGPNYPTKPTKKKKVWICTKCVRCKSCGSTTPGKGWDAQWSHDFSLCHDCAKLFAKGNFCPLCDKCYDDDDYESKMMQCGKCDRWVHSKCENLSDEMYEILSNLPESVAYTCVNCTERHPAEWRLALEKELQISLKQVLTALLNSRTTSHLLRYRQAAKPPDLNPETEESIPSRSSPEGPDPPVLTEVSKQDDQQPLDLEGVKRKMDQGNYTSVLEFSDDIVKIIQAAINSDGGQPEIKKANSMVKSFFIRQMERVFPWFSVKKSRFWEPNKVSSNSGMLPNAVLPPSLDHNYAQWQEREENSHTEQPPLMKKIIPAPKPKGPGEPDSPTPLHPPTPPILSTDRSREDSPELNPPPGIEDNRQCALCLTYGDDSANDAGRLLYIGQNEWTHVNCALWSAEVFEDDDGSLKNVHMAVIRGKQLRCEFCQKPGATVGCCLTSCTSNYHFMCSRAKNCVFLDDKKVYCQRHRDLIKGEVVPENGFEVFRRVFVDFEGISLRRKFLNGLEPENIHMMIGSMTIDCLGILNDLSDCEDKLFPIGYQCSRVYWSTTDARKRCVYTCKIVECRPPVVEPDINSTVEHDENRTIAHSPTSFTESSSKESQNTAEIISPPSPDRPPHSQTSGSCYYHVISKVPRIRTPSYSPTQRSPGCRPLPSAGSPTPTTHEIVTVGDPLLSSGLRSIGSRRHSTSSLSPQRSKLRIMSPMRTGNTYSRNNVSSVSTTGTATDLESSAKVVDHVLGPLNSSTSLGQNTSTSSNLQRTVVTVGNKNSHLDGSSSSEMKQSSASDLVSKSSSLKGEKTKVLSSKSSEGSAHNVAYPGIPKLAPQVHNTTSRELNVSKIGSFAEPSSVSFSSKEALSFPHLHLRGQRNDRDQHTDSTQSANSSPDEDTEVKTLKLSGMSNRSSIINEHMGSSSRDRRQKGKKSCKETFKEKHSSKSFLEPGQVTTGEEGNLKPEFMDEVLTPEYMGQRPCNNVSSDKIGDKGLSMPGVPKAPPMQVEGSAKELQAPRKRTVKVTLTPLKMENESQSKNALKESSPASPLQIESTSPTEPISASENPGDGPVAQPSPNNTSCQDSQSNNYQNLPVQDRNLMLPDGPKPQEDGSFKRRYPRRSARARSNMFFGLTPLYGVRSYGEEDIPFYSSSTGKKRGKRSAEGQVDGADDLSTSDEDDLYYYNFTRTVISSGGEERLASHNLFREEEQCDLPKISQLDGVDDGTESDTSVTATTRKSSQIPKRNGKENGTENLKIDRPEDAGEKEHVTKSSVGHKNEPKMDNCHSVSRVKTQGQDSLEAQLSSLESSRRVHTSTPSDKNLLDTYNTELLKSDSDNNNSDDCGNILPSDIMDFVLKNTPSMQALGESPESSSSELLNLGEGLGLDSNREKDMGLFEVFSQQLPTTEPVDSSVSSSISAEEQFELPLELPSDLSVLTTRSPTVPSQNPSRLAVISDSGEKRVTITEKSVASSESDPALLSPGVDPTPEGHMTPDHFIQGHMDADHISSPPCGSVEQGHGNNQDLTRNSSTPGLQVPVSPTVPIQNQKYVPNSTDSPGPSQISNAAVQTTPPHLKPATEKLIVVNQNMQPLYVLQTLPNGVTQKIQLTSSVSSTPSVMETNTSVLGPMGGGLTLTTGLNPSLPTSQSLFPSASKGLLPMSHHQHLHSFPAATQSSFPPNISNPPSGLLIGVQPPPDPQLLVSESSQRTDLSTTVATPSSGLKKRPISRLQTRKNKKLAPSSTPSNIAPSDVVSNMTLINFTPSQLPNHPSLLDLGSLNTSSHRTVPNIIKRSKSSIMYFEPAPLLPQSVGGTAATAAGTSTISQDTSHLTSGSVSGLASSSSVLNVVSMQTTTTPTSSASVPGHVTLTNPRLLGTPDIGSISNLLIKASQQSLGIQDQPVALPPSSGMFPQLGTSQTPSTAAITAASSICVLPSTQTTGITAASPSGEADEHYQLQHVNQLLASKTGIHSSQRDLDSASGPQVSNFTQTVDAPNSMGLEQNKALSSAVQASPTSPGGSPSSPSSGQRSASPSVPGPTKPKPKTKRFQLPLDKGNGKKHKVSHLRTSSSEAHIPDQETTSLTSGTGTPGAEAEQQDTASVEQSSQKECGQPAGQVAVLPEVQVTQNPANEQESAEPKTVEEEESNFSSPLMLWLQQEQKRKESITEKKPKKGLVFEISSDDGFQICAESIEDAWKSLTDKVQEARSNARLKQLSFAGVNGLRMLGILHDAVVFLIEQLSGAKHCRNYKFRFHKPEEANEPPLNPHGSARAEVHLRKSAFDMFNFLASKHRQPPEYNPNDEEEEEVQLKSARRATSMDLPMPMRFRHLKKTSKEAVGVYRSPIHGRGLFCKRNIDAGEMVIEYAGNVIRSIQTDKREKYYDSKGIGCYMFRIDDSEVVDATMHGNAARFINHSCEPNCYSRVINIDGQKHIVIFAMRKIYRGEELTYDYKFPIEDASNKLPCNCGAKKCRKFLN
#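 Purified MLL-CXXC (added from a 7 uM solution) was preincubated 5 min at ambient with pinned compounds in 50 mM Tris-HCl pH 7.5, 50 mM NaCl, 1 mM DTT, 0.05% BSA. Fluorescein-labeled HOX-A9 DNA (50 nM solution) followed, 30 min, then polarization read.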
# USP2a block – blocks human ubiquitin-specific protease USP2a. O75604. USP2 core, Ub-CHOP2 coupled fluorogenic reporter, 485/531. Potency, µM (top dose mostly 38.3 µM), for the others: top-dose activity change, negative = inhibition, hits mostly inhibitors. 330,000 compounds, 0.01% hits. AID 463254;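 further: potency means the concentration at half of the fitted maximal effect; plate controls were DMSO wells for no effect and full inhibition by NEM control for full effect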
#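 Cell-free coupled assay: 10nM USP2 core preincubated 30min RT with compound in Tris-HCl pH 8.0/CaCl2/CHAPS buffer, then 25nM Ub-CHOP2 and 25nM reporter substrate; fluorescence (Ex 485/Em 531) read after 60min RT, normalized to NEM inhibition, concentration-response curves fitted.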
# GALK inh – blocks human galactokinase activity | P51570 | Purified GALK, Kinase-Glo residual ATP luminescence | Potency, µM (doses to about 57.5 µM), for inactives: at the highest dose activity change, negative = inhibition, actives largely listed as inhibitors | 270,000 compounds, 0.007% hits; further: potency means the concentration at half of the fitted maximal effect; on the % scale 0 is the no-effect control and ±100 the full control effect
#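 GALK at 5 nM final was combined with compound, 35 uM ATP and 100 uM galactose in HEPES pH8.0 with MgCl2 and DTT. The reaction ran one hour at room temperature before luminescent ATP detection.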
# PKM2 act – PKM2 (human) enzyme activation | Potency, µM (highest dose often 57.5 µM), without a hit: at the top dose activation, hits mostly activators | P14618 | purified PKM2, Kinase-Glo ATP luminescence, activation; response scale: 0% is enzyme alone, no compound | 260,000 compounds, 0.34% hits; further: potency means the concentration at half of the fitted maximal effect; on the % scale 0 is the no-effect control and ±100 the full control effect; nearly all actives have a fitted effect of over 55% in size
#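 Purified hPK-M2 (>95% pure) converted ADP (0.1 mM final) to ATP with 0.5 mM PEP in 50 mM imidazole pH7.2, KCl, MgCl2, Tween 20, BSA; 1 h at room temperature. ATP detected by Kinase-Glo luminescence.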
# KCNH2 WT inh – inhibitors of human wildtype KCNH2 potassium channel | 340,000 compounds, 0.37% hits | AID 720551 | Q12809 | U2OS, BacMam KCNH2, thallium flux FluxOr; active compounds read low | activity change, % at 1.84 µM;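 active means maximum activity change below -70%; inconclusive means maximum activity change between -70% and -50%; inactive means maximum activity change above -50%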; further: on the % scale 0 is the no-effect control and ±100 the full control effect
#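 U2OS cells were transduced with wild-type KCNH2 virus (2.03 x 10^8 / mL) for 4 h at room temperature, then cultured overnight at 37 C. Thallium flux was read with FluxOr dye. Rate constants were normalized to DMSO controls.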
# KCNH2 3.1 block – blocks the human KCNH2 3.1 channel isoform; U2OS KCNH2 3.1, thallium flux FluxOr; active compounds read low; activity change, % (tested at about 1.8 µM); 340,000 compounds, 0.95% hits;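 active means maximum activity change below -70%; inconclusive means maximum activity change from -70% to -50%; inactive means maximum activity change above -50%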;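 further: thallium influx rate constant from kinetic fluorescence after stimulation buffer; on the % scale 0 is the no-effect control and ±100 the full control effect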
#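 U2OS cells transduced with KCNH2 3.1 mutant virus (1.77 x 10^8 /mL, 4 h), plated overnight at 37 C, loaded 45 min with FluxOr dye plus Red40 quencher. Thallium flux rate constant from kinetic reads after stimulation buffer, normalised to controls.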
# FBPA coupling cs – coupling enzyme interference in Giardia aldolase counter-screen. coupling enzyme system counterscreen, AmpLite Red fluorescence. activity change, negative = inhibition, % at 58.2 µM, hits read low. 290,000 compounds, 0.67% hits; in the data active means activity change below about -30%; further: on the % scale 0 is the no-effect control and ±100 the full control effect
#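 Coupling enzymes only (glyceraldehyde-3-phosphate) + compound, at 57.5 uM final, 10 min RT; add substrate/coupling/AmpLite Red mix, 20 min RT; fluorescence ex 525/em 598 nm. Actives flag coupling-system interference.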
# TRPV1 agonist – activates the human vanilloid receptor TRPV1 | activation, % at 8.33 µM | TRPV1-expressing cells, Fluo-8 calcium influx, agonist mode | AID 540275 | Q8NER1 | 320,000 compounds, 0.19% hits; in the data active means activation above about 80%; inconclusive means between about 30% and that limit; further: 0% is about no effect
#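 Cells expressing TRPV1 were dye-loaded with Fluo-8 and read kinetically: 10 s baseline, 3 min after compound (agonist portion), then 2 min after EC20 capsaicin (allosteric enhancer portion). Calcium-bound dye fluorescence at 480/520 nm.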
# Menin-MLL TR inh – menin-MLL binding inhibition, Texas Red mutant peptide. O00255. Menin + Texas Red MLL mutant peptide, fluorescence polarization. Potency, µM (series often up to 61.6 µM), for the others: top-dose FP activity change, negative = inhibition, hits mostly inhibitors. 270,000 compounds, 0.23% hits. AID 1768; active means well fitted inhibition curve with a large enough effect in the polarisation, with a control signal flat, not every such curve was filed as active; inconclusive means small, poorly fitted or top-dose-only effect, or effect the other way, or a change in a side signal; inactive means no such curve, though single readings can be large or run the other way; the % refers to the polarisation; further: potency means the concentration at half of the fitted maximal effect; % of control where 0% means no effect; many of its hits are not listed in these tables
# Starred values were filed as active, the others as inactive; ? = inconclusive; . = not tested or not shown. Unless noted, the call rests on the fitted dose curve; in most records, active means well fitted curve in the direction sought with a large enough effect; inconclusive means small, poorly fitted or top-dose-only effect, or another doubt; inactive means no such curve, though single readings can be large; an effect the other way counts as inactive or inconclusive. An excerpt, so the mix of outcomes need not match the whole.
SMILES,B2AR arrestin,Giardia kill,CXXC DNA block,USP2a block,GALK inh,PKM2 act,KCNH2 WT inh,KCNH2 3.1 block,FBPA coupling cs,TRPV1 agonist,Menin-MLL TR inh
Cc1cc(C)c(NC(=O)CNC(=O)Cc2sc(C)nc2-c2ccc(F)cc2)c(C)c1,-0.9%,-0.4,.,-0.9%,.,.,-14.6,-5.5,.,5.0,.
COc1ccccc1OCC#CCSc1ncccn1,0.5%,25.3,1.4%,1.0%,5.0%,-13.4%,4.6,-3.8,-0.7,1.3,-2.6%
Cc1ncc(C(=O)O)c(C(=O)O)c1N,0.3%,7.8,?,-2.5%,4.5%,3.3%,12.2,-2.9,3.0,2.1,-4.3%
COc1ccccc1-c1noc(Cn2cc(S(=O)(=O)N3CCCC3)ccc2=O)n1,-0.2%,-7.2,.,0.6%,.,.,-3.6,5.2,.,-3.5,.
CC(C)OCCCN1CC(=O)N2[C@@H](Cc3c([nH]c4ccccc34)C2(C)C)C1=O,-1.2%,11.0,?,4.1%,-1.6%,.,-1.0,-0.3,0.7,12.1,-15.3%
O=C(CSc1ncccc1-c1nc2ccccc2[nH]1)NCc1ccco1,-1.2%,-3.8,-13.8%,-2.6%,2.7%,-0.6%,-5.3,12.6,-0.8,0.0,8.0%
O=C(CCC(=O)N1CCN(S(=O)(=O)c2ccc(Cl)cc2)CC1)NCc1ccccc1,0.3%,-7.7,1.9%,2.5%,-1.8%,3.9%,-0.4,-13.1,0.1,-4.5,-8.4%
Cc1cc(S(=O)(=O)N2CCN(Cc3ccccc3)CC2)c(C)s1,0.0%,9.8,2.2%,2.6%,0.5%,-8.1%,-0.5,-7.4,1.0,15.4,0.6%
O=C(CSc1nc(C2CCCCC2)nc2ccccc12)NCc1ccc2c(c1)OCO2,0.4%,11.2,-2.6%,3.2%,-2.4%,-4.0%,2.9,-4.8,3.5,?,-1.3%
NS(=O)(=O)c1ccc(NC(=O)Nc2cccc(Cl)c2)cc1,-0.5%,-13.1,-1.0%,-7.0%,6.6%,-16.5%,2.5,-23.9,-16.9,-5.1,?
CN1CCN(C(=O)CCN2C(=O)/C(=C/c3cccc(Br)c3)SC2=S)CC1,-0.1%,-3.8,-27.6%,1.5%,-3.6%,.,1.0,-23.5,2.1,20.4,-1.9%
Cc1ccc(OCCCC(=O)N2CCOCC2)c(C)c1,0.0%,-10.8,-1.0%,-0.6%,0.2%,-1.5%,-9.2,2.2,-0.7,0.9,-21.1%
O=C(COc1cccnc1[N+](=O)[O-])Nc1cccc2ccccc12,-0.3%,?,.,-0.4%,.,.,-7.1,15.5,.,6.4,.
CCOC(=O)C(=Cc1ccc(-n2cncn2)cc1)C(=O)OCC,-0.1%,-12.0,-1.2%,9.2%,0.1%,5.0%,-11.3,.,0.9,0.8,3.4%
COc1ccc(C2(C(=O)Nc3ccc(C(=O)O)cc3)CCOCC2)cc1,-0.6%,-12.2,-0.1%,-0.5%,-0.1%,9.4%,13.1,-11.2,0.5,-22.4,-4.6%

# Single records, as listed above. Order of screens: B2AR arrestin, Giardia kill, CXXC DNA block, USP2a block, GALK inh, PKM2 act, KCNH2 WT inh, KCNH2 3.1 block, FBPA coupling cs, TRPV1 agonist, Menin-MLL TR inh
# Cc1cc(S(=O)(=O)N2CCN(Cc3ccccc3)CC2)c(C)s1 across the screens: 0.0%, 9.8, 2.2%, 2.6%, 0.5%, -8.1%, -0.5, -7.4, 1.0, 15.4, 0.6%
# O=C(CCC(=O)N1CCN(S(=O)(=O)c2ccc(Cl)cc2)CC1)NCc1ccccc1 across the screens: 0.3%, -7.7, 1.9%, 2.5%, -1.8%, 3.9%, -0.4, -13.1, 0.1, -4.5, -8.4%
# O=C(CSc1nc(C2CCCCC2)nc2ccccc12)NCc1ccc2c(c1)OCO2 across the screens: 0.4%, 11.2, -2.6%, 3.2%, -2.4%, -4.0%, 2.9, -4.8, 3.5, ?, -1.3%

# (listing goes on)
SMILES,B2AR arrestin,Giardia kill,CXXC DNA block,USP2a block,GALK inh,PKM2 act,KCNH2 WT inh,KCNH2 3.1 block,FBPA coupling cs,TRPV1 agonist,Menin-MLL TR inh
Cc1cc(=O)n2[nH]c(SCc3ccc(Cl)cc3)nc2n1,-0.8%,5.7,1.0%,1.7%,-1.8%,-3.1%,-7.7,-3.3,6.9,-2.1,.
CCN(CCCNC(=O)c1cc2c(-c3cccc(OC)c3)nn(C)c2s1)Cc1ccccc1,0.1%,-3.0,12.2%,1.0%,-0.1%,.,-2.5,-9.8,-4.5,-0.3,?
Cc1cc(C(=O)CSc2nc(N)cc(=O)[nH]2)c(C)n1CC1CCCO1 (stereo not given),0.4%,11.9,.,-2.6%,.,.,4.9,12.9,.,.,.
NS(=O)(=O)c1ccc(CNC(=O)CSc2ccccc2)cc1,-0.2%,-2.1,-19.0%,1.7%,0.8%,2.0%,-13.7,-6.3,0.4,1.5,-18.5%
O=C(NC(=S)N1CCN(c2ccc([N+](=O)[O-])cc2)CC1)c1ccc(F)cc1,2.5%,10.1,17.8%,0.9%,1.1%,-14.7%,-6.5,?,-1.4,-3.0,-6.0%
CSCc1cc(N(C)C)nc(SCc2ccc(Cl)c(Cl)c2)n1,0.2%,10.9,-13.8%,-0.3%,3.4%,1.6%,-0.2,-15.1,-3.6,2.1,-3.9%
CCOC(=O)C1(CC2CCCCO2)CCN(C(=O)Nc2ccc(SC)cc2)CC1 (stereo not given),-0.8%,-16.4,-1.9%,0.4%,4.0%,0.4%,-2.7,1.6,0.8,?,4.5%
CCCCN(CCCC)C(=O)c1nsnc1-c1ccccc1O,-1.1%,2.9,-1.4%,2.4%,-3.1%,1.5%,-0.7,5.9,6.3,0.5,3.2%
CCOC(=O)CN1C2=NCCN2c2ccccc21,-0.2%,-9.8,-0.4%,-1.0%,-0.6%,8.0%,3.3,-7.0,3.7,-4.7,?
COc1ccc(CCNC(=O)c2cc3c(=O)n4cccc(C)c4nc3n(CCCN3CCOCC3)c2=N)cc1,-0.6%,-2.1,9.5%,4.6%,6.8%,-1.6%,-11.1,-3.9,5.9,-1.9,-19.4%
COc1cc2c3nnc(-c4ccc(F)cc4)c-3cn(Cc3cccc(F)c3)c2cc1OC,0.2%,-10.2,?,9.5%,-1.4%,-2.1%,-4.6,5.6,1.5,-8.1,-18.5%
O=C(NCc1ccccc1)C1CCCN1S(=O)(=O)c1cccc2cccnc12 (stereo not given),0.1%,-2.1,-2.4%,4.5%,-1.9%,-18.7%,-11.3,4.7,2.6,3.3,-24.0%
CCCCN(C(=O)c1ccc(NC2CC2)c([N+](=O)[O-])c1)c1c(N)n(CC(C)C)c(=O)[nH]c1=O,0.1%,-2.6,.,2.2%,.,.,0.2,-0.3,.,2.9,.
O=C(c1ccc(S(=O)(=O)N2CCCC2)cc1)N1CCCC(C(F)(F)F)C1 (stereo not given),-0.4%,-11.1,.,0.8%,.,.,-7.2,-0.9,.,1.8,.
CC(=O)Nc1cc(N=Cc2ccc(O)cc2O)c(Cl)cc1Cl,?,-8.3,2.5%,3.7%,0.2%,-0.5%,3.6,-16.6,-25.4,-5.6,3.9%
COc1ccc(C=O)cc1CN1C(=O)c2ccccc2C1=O,-0.5%,-3.1,-1.6%,-0.3%,-0.2%,0.2%,-4.4,5.7,4.0,0.9,-15.0%
NC(=O)c1ccc(NC(=O)CN2C(=O)NC(c3ccccc3)(c3ccccc3)C2=O)cc1,-1.2%,30.0,-6.9%,-1.8%,4.9%,.,-1.6,-22.4,3.0,1.1,23.3%
Cc1nn(C)c(C)c1NC(=O)CC12CC3CC(CC(C3)C1)C2,-0.2%,20.3,-9.0%,1.8%,12.2%,0.8%,0.0,12.1,1.4,8.8,-10.8%
CCc1ccccc1NC(=O)C1CCCN(S(=O)(=O)c2ccc3c(c2)CC(C)N3C(C)=O)C1 (stereo not given),1.9%,?,-8.8%,2.9%,.,-1.8%,10.4,-6.7,4.4,0.0,-11.5%
COc1cccc(C(=O)N2CCN(C3CCN(Cc4ccccc4)CC3)CC2)c1OC,-0.3%,4.7,4.6%,4.8%,4.9%,-1.1%,2.5,-6.4,0.8,-2.0,.
CC(OC(=O)/C(C#N)=C/c1ccc(N(C)C)cc1)C(=O)N(C)c1ccccc1 (stereo not given),0.4%,-13.1,.,5.9%,.,.,-5.3,-48.7,.,?,.

# Source: PubChem
